KCNQ2 inh: KCNQ2 potassium channel inhibitors, primary screen, cell-based, CHO-K1, FluxOR thallium flux, B-score (AID 2156). O88943. 20 min; stronger effect = lower value. B-score at 10 µM. hit rate 1.1% among 310,000;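 active = fluorescence ratio B-score at most minus 3 library SDs, with starting brightness B-score within 2 library SDs, cut at about -5.5 in these data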
CHT inh: human CHT choline transport inhibition | B-score at 10 µM | hit rate 0.86% among 310,000 | CHT-expressing cells, membrane potential dye, choline response; stronger effect = lower value | AID 488975;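 active = B-score over 3 SD under the library average, and starting fluorescence ratio not unusually high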;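 also: choline stimulus applied at its EC90 after an EC20 pre-addition; B-score computed on integrated fluorescence ratio after choline addition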
Target sequence (Q9GZV3 whole entry, looked up): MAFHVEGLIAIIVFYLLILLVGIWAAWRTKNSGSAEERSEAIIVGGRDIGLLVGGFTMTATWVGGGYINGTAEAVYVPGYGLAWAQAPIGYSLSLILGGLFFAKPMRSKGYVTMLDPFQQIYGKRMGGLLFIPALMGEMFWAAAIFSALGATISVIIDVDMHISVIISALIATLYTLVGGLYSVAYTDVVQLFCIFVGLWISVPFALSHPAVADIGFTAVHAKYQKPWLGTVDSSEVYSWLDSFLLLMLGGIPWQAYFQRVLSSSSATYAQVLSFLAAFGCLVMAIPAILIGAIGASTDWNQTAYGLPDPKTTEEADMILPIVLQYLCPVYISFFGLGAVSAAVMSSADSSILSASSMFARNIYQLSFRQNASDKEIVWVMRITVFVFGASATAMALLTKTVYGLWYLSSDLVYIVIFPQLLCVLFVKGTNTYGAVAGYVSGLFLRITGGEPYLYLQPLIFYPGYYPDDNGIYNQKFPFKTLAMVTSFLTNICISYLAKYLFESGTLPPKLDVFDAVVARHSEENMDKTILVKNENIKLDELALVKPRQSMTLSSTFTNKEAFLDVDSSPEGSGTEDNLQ
Active calls of the source: *; i = inactive; / = no result given.

compound,KCNQ2 inh,CHT inh
Cn1c(=O)[nH]c(=O)c2c1nc(N1CCC(Cc3ccccc3)CC1)n2Cc1ccccc1,i,i
O=C(COC(=O)c1cccc(Br)c1)NCCC1=CCCCC1,i,i
N#C/C(=C\c1ccc2c(c1)OCCO2)C(=O)Nc1nccs1,i,i
CCOC(=O)c1ccc(Nc2nc(-c3cccnc3)nc3ccccc23)cc1,i,i
Cc1cccc(NC(=O)CSc2nc3ccccc3o2)c1,i,i
COC(=O)CNC(=O)/C=C/c1ccc(OC)cc1,i,i
COC(=O)c1ccccc1NC(=O)C(CCS(C)(=O)=O)NC(C)=O (stereo not given),i,i
CCOc1ccc(C(=O)N2CCCC(c3nc(-c4cccs4)no3)C2)cc1 (stereo not given),i,i
Cc1ccc(C)c(NC(=O)C(Sc2nc3ccc(C)cc3[nH]2)c2ccccc2)c1 (stereo not given),i,i
COC(=O)c1ccc(CN2CCN(Cc3ccccc3)C(CCO)C2)cc1 (stereo not given),i,i
CCN(CC(=O)N1CCCCCC1)S(=O)(=O)c1ccc(Cl)cc1,i,i
CC1(C)CC(=O)C([N+](=O)[O-])=C(NCCCC(=O)O)C1,i,i
COc1ccc(OC)c(CCNC(=O)CCc2nnc3ccc(N4CCCCC4)nn23)c1,i,i
O=c1cc(-c2ccccc2)c2cc3c(cc2[nH]1)OCCO3,i,i
O=S(=O)(Cc1ccc(Cl)cc1)N1CCN(Cc2ccccc2)CC1,i,i
Cc1ccc([N+](=O)[O-])cc1-c1ccc2cccc(C)c2n1,i,i
CC(=O)NCCc1ccc(S(=O)(=O)N2CCN(c3nc(-c4ccccc4)c(C)s3)CC2)cc1,i,i
CCOC(=O)c1sc2nc(CC(=O)OC)nc(NCc3ccco3)c2c1C,i,/
O=C(Nc1ccc(NC(=S)NC(=O)c2cccs2)cc1)c1ccco1,i,i
CCn1c(CC(=O)Nc2ccc(C)c(Cl)c2)nnc1SCCOc1ccc(OC)cc1,i,i
O=[N+]([O-])c1cccc(-c2n[nH]c(=S)n2-c2ccccc2)c1,i,i
Cc1ccc(NC(=S)/N=C(\N)Nc2nc(C)c3ccccc3n2)cc1C,i,i
CCOC(=O)N1CCN(C(=O)C2CCN(c3ncnc4c3sc3cccc(F)c34)CC2)CC1,i,-5.4*
Cc1ccc(C)c(OCC(=O)OCC(=O)Nc2c(C)nn(-c3ccccc3)c2C)c1,i,i
CCOc1ccc(NC(=O)C2C3C=CC4(CN(C(C(=O)OC)C(C)C)C(=O)C24)O3)cc1 (stereo not given),i,i
CCC(C)n1cnc2c(=O)oc3ccccc3c21 (stereo not given),i,i
COc1ccc(C(=O)NNC(=O)Cn2nnc(-c3ccc(OC)c(OC)c3)n2)cc1,i,i
Cc1ccc(S(=O)(=O)CCc2nc3ccccc3[nH]2)cc1,i,i
O=C1CC(=O)Nc2cc(S(=O)(=O)Nc3ccc(F)cc3Cl)ccc2N1,i,i
CCCOc1cccc(C(=O)Nc2cccc3ncccc23)c1,i,i
CC(=O)Nc1cccc(N2C(=O)CCC2=O)c1,i,i
FC(F)(F)c1cc(C(F)(F)F)c2ccc(N3CCN(c4ccccc4)CC3)nc2n1,i,i
S=C(Nc1ccc(Oc2ccccc2)cc1)Nc1cccnc1,i,i
C=CCn1c(SCC(=O)OC)nc2sc3c(c2c1=O)CCN(C)C3,i,i
O=C(NNc1c2ccccc2nc2ccccc12)c1ccc(O)cc1O,i,i
CC(C)(C)c1ccc(C(=O)Nc2cccnc2)cc1,i,i
N#C/C(C(=O)NCc1ccccc1)=C1\SC(CCO)C(=O)N1c1ccccc1 (stereo not given),i,i
CC(c1ccccc1)N1CC(C(=O)N2CCN(c3ccc(F)cc3)CC2)CC1=O (stereo not given),i,i
COc1ccc(-c2nc(CS(=O)CC(=O)NCc3ccccc3)c(C)o2)cc1OC (stereo not given),i,i
OC(CNCC1(N2CCCCC2)CCCCC1)COc1ccc(Cl)cc1Cl (stereo not given),i,i
CS(=O)(=O)N(CC(=O)N1CCN(c2ccc(F)cc2)CC1)C1CCCCC1,i,i
CC(=O)OCc1nc2ccccc2s1,i,i
Cc1cccc(NC(=O)CSc2ncnc3c2oc2ccccc23)c1,i,i
OCC(O)C1OC(Nc2ccc(Cl)cc2)C(O)C1O (stereo not given),i,i
COc1cc(/C=N\NC(=O)C2CC3C=CC2C3)ccc1O (stereo not given),i,i
COc1ccc(CN(C(=O)c2ccco2)c2ccc(C)c(C)c2)cc1,-6.7*,i
N#Cc1ccc(Oc2cccnc2)cc1C#N,i,i
CC(C)(C)C(=O)NNC(=O)C1CC1(c1ccccc1)c1ccccc1 (stereo not given),i,i
Cc1c(C(=O)N2CCC(C(N)=O)CC2)sc(N)c1C#N,i,i
CCCCn1c(N)c(N(CC(C)C)C(=O)c2oc3ccc(OCC)cc3c2C)c(=O)[nH]c1=O,i,i
CC1CCCCC1NC(=O)c1cn(C)c2ccc(S(=O)(=O)N3CCOCC3)cc2c1=O (stereo not given),i,i
COc1cc(/C=C2\N=C(c3ccccc3)OC2=O)ccc1OC(C)=O,i,i
Cc1ccc(S(=O)(=O)N2CCN(C(=O)N(C)C)CC2)cc1C,i,i
O=C(CSc1oc(-c2cccs2)nc1S(=O)(=O)c1ccccc1)NC1CCCCC1,i,i
Brc1ccc(-c2nnc(-c3ccc4c(c3)OCO4)o2)o1,i,i
COc1ccc(CN(C)C(=O)c2ccccc2Sc2ccccc2C#N)c(OC)c1,i,i
O=C(Nc1ccc(F)cc1)c1cccc(C(=O)Nc2ccc(F)cc2)c1,i,i
COc1cc(Oc2nc(C(F)(F)F)nc3ccccc23)ccc1C=O,i,i
COCCN(C(=O)CNC(=O)c1cccs1)C(C(=O)NC(C)(C)C)c1ccccc1 (stereo not given),i,i
Cc1cccc(N2C(=O)SC(SC(=Nc3ccccc3)Nc3ccccc3)C2=O)c1 (stereo not given),i,i

The results go on.
compound,KCNQ2 inh,CHT inh
CCOC(=O)C1CCC/C1=N\NC(=O)CN(c1cc(OC)ccc1OC)S(=O)(=O)c1ccccc1 (stereo not given),i,i
O=C(O)CCN1C(=O)C2C3c4ccccc4C(c4ccccc43)[C@@H]2C1=O (stereo not given in full),i,i
CCNC(=O)COC(=O)c1cc(C)nc2ccccc12,i,i
O=C(CCn1c(=O)oc2ccccc21)Nc1cccc(Br)c1,i,i
Cc1ccnc(SCC(=O)Nc2sc3c(c2C#N)CCC(C(C)(C)C)C3)n1 (stereo not given),i,i
Cc1cc(OCc2nnc(SCC(=O)O)n2-c2ccccc2)ccc1Cl,i,i
O=C(Cc1cnc2ncnn2c1)N1CCc2c([nH]c3ccccc23)C1c1ccccn1 (stereo not given),i,i
CC1(C)C(CO)=CC(=O)C2=C1SCC(=O)N2,i,i
C/C(=N\NC(=O)c1ccccc1NC(=O)c1ccc(Cl)cc1)c1ccncc1,i,i
O=S(=O)(NCc1ccccn1)c1cc(Cl)ccc1Cl,i,i
COc1ccc(CNC(=S)NCc2ccc(OC(C)C)cc2)cc1,i,i
COc1coc(C(O)C[N+](=O)[O-])cc1=O (stereo not given),i,i

Additional structures
structure	KCNQ2 inh	CHT inh
CC(C)CN(C(=O)CSc1nncn1-c1ccccc1)c1c(N)n(CC(C)C)c(=O)[nH]c1=O	i	i
CCCOC1CCCN(C(=O)c2ccc(OC3CCN(C(=O)CCOC)CC3)cc2)C1 (stereo not given)	i	i
O=C(Cc1ccc2c(c1)OCCO2)N1CCN(S(=O)(=O)c2cccc(C(F)(F)F)c2)CC1	i	i
COCc1cc(=O)[nH]c(/N=C(\N)Nc2ccc(C)cc2C)n1	i	i
COc1ccc(NC(=O)CSc2nnc3ccc(-c4ccccn4)nn23)cc1	i	i
CCOC(=O)N1CCC(NC(=O)c2cc3c(-c4ccc(Cl)cc4)nn(C)c3s2)CC1	/	i
CC(=O)Nc1ccc2c(CN3C(=O)NC(C)(c4ccc(C)cc4)C3=O)cc(=O)oc2c1 (stereo not given)	i	i
NC(=O)CC(NC(=O)Cc1ccc(Br)cc1)c1ccc(NCCOc2ccccc2)c([N+](=O)[O-])c1 (stereo not given)	i	i
COC(=O)CSc1cc(SCC(=O)OC)c(C#N)c(SCC(=O)OC)c1	i	i
CN(C(=O)C1CCCO1)c1nnc(-c2ccccn2)s1 (stereo not given)	i	i
CNC(=S)N(CCc1c(C)[nH]c2ccccc12)Cc1cccnc1	i	i
CCCC(NC(=O)CCl)c1ccccc1 (stereo not given)	i	i
COc1ccc(C2C(C#N)=C(N)Oc3n[nH]c(C)c32)cc1CSc1ccccn1 (stereo not given)	i	i
O=C(CSc1n[nH]c(=O)n1Cc1ccco1)c1ccc2c(c1)OCCO2	i	i
N/C(=N\OC(=O)CCc1ccccc1)c1ccc(Br)cc1	i	i
COc1ccc(OC)c(C2C(C(=O)c3ccco3)=C(O)C(=O)N2Cc2cccnc2)c1 (stereo not given)	i	i
COc1ccc(-c2ccc(SCC(=O)c3cccs3)nn2)cc1	i	i
CCNC(=O)c1ccc(NS(=O)(=O)c2ccc3[nH]c(=O)[nH]c3c2)cc1	i	i
O=C(c1cc(-c2ccc(O)cc2)on1)N1CCCCCC1	i	i
CCc1ccc(C(=O)NC(CCSC)C(=O)OC)cc1 (stereo not given)	i	i
CCN(CC)S(=O)(=O)c1ccc2c(c1)N(CC(=O)Nc1ccc(NC(C)=O)cc1)C(=O)CO2	i	i
CC(C)(C)c1nc(Sc2ncccc2[N+](=O)[O-])n[nH]1	i	i
CCCN1CCN(C(c2cc3cc(OCC)ccc3[nH]c2=O)c2nnnn2C2CCCCC2)CC1 (stereo not given)	i	i
CCOC(=O)c1sc(NC(=O)c2ccccc2)cc1C	i	i
C/C(Cn1nnc([N+](=O)[O-])n1)=N\NC(=O)c1ccncc1	i	i
CC1CC(C)CN(CCCNC(=O)CN2C(=O)CSc3ccc(S(=O)(=O)N4CCOCC4)cc32)C1 (stereo not given)	i	i
Cc1c(Cl)cccc1NC(=O)Nc1ccc(C(=O)N2CCCC2)cc1	i	i
COC(=O)c1ccccc1NC(=O)c1cnc2sccn2c1=O	i	i
Cc1cc(C)c2[nH]c(=O)c(CN(CC3CCCO3)C(=S)NCc3ccco3)cc2c1 (stereo not given)	i	i
CCOc1ccc2[nH]c(=O)c(CN(CCO)C(=O)c3ccc(F)cc3)cc2c1	i	i

Structural class, the compounds so far containing a COOH group.
structure	KCNQ2 inh	CHT inh
CC1(C)CC(=O)C([N+](=O)[O-])=C(NCCCC(=O)O)C1	i	i
O=C(O)CCN1C(=O)C2C3c4ccccc4C(c4ccccc43)[C@@H]2C1=O (stereo not given in full)	i	i
Cc1cc(OCc2nnc(SCC(=O)O)n2-c2ccccc2)ccc1Cl	i	i

The listing picks up; the 5 compounds before the break are reprinted first.
structure	KCNQ2 inh	CHT inh
CC1CC(C)CN(CCCNC(=O)CN2C(=O)CSc3ccc(S(=O)(=O)N4CCOCC4)cc32)C1 (stereo not given)	i	i
Cc1c(Cl)cccc1NC(=O)Nc1ccc(C(=O)N2CCCC2)cc1	i	i
COC(=O)c1ccccc1NC(=O)c1cnc2sccn2c1=O	i	i
Cc1cc(C)c2[nH]c(=O)c(CN(CC3CCCO3)C(=S)NCc3ccco3)cc2c1 (stereo not given)	i	i
CCOc1ccc2[nH]c(=O)c(CN(CCO)C(=O)c3ccc(F)cc3)cc2c1	i	i
Cn1c(SCC(=O)N2CCN(C(=O)c3ccco3)CC2)nnc1-c1ccc(NS(C)(=O)=O)cc1	i	i
CC1=C(C(=O)O)N2C(=O)C(NC(=O)c3nn(C)cc3[N+](=O)[O-])C2SC1 (stereo not given)	i	i
CCN(CC)CCSc1nc2ccccc2n1Cc1ccccc1	i	i
COC(=O)N/N=C/c1cc(OC)c(O)c([N+](=O)[O-])c1	i	i
COc1ccc(/C=C2\CCc3ccccc3C2=O)cc1O	i	i
CC(C)N(Cc1cnn(C)c1)Cc1nc(COc2ccccc2)no1	i	i
CCOCCCN1CC(C(=O)NCc2ccc3c(c2)OCO3)CC1=O (stereo not given)	i	i
O=C(NC(CC(=O)N1CCN(c2ccc([N+](=O)[O-])cc2)CC1)c1ccccc1)c1ccccc1Cl (stereo not given)	i	i
COCCCNC(=O)C1CCC(=O)N1Cc1ccccc1Cl (stereo not given)	i	i
Cc1ccccc1OCC(=O)NC(=S)Nc1ccc(N2CCOCC2)c(Cl)c1	i	i
Cc1ccc(CNC(=O)c2ccc(-n3cccc3)cc2)cc1	i	/
Cc1cc(OCCCCCNCCO)cc(C)c1Cl	i	i
Cc1nnc(NC(=O)c2cccc(F)c2)s1	i	i
O=C(CN1C(=O)c2cccnc2Oc2ccc(Cl)cc21)NC1CCCCC1	i	i
Cc1nn(C(C)C(=O)NCCCN2CCCCC2C)c(=O)c2c1sc1ccccc12 (stereo not given)	i	i
COC(=O)c1ccsc1NC(=O)CSc1nnnn1Cc1ccccc1	i	i
CCc1ccc(S(=O)(=O)Nc2cccc(-c3ccc4nncn4n3)c2)s1	i	i
COc1ccc(CCNC(=O)CNC(=O)c2ccccc2Br)cc1OC	i	i
COC(=O)[C@@H]1C[C@@]2(O)[C@H](O)[C@H](O)[C@H](O)C[C@H]2N1Cc1ccc(C(F)(F)F)cc1	i	i
Cc1cc(C)c2sc(NNC(=O)C3COc4ccccc4O3)nc2c1 (stereo not given)	/	i

Source: PubChem (Johns Hopkins Ion Channel Center)
